Screening results deposited in PubChem by several laboratories.
procasp7 counter – procaspase-7 activators, primary screen, counter-screen for procaspase-3 activator project, biochemical, absorbance, HTS, human. recombinant procaspase-7, Ac-DEVD-pNA absorbance 405 nm; D23A/D198A/D206A triple mutant, cannot self-cleave; scale: DMSO 0, 5 µM enzyme 100. activation, % at 8.5 µM. 330,000 compounds, 0.093% hits. AID 463210, 2010;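 active = percent activation above the screen-wide mean plus 3 SD, cut at about 25% in these data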
Target sequence (P55210 whole entry D23A/D198A/D206A): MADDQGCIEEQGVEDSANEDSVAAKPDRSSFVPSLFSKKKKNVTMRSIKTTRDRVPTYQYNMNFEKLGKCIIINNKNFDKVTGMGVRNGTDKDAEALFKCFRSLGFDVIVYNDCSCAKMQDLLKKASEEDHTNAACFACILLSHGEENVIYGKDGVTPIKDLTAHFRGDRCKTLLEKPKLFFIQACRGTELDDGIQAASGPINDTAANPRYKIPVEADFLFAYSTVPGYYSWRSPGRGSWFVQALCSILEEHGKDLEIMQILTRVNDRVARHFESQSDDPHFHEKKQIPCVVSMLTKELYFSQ
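System: Uncleavable procaspase-7 mutant enzyme; Amount: 2 µM procaspase-7 mutant as dispensed; Schedule: 1 h compound preincubation, 2 h substrate cleavage, 25 °C; Measured by: 405 nm absorbance of p-nitroaniline; Evaluation: percent activation from buffer-corrected 0–120 min absorbance change; Control set: low DMSO alone, high DMSO plus 5 µM PC-7.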
Fh CTSL1 inh – Fasciola hepatica cathepsin L1 inhibitors, primary screen, counter-screen for PFM18AAP inhibitor project, biochemical, QFRET, fluorogenic peptide substrate | inhibition, % at 5.96 µM | recombinant F. hepatica cathepsin L1, Z-Leu-Arg-MCA fluorescence | 300,000 compounds, 0.49% hits;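 active = inhibition above the mean of all tested compounds plus 3 SD, set per screening campaign, cut at about 17% in these data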;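 note: 0% = plate median of test compound wells and 100% = 1 µM Z-Phe-Ala-diazomethylketone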
GASC-1 inh – inhibitors of GASC-1 histone demethylase, primary screen, biochemical, fluorescence, DELFIA europium; Lysine-specific demethylase 4C (Homo sapiens), Q9H3R0; GST-JMJD2C(1-420) H3K9me3 demethylation; inhibition, % at 2.35 µM; 330,000 compounds, 0.069% hits; AID 2099, 2009;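 active = more than half of a compound's replicate wells show inhibition beyond 50%, single wells judged on their own value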;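 note: signal counts dimethyl H3K9 product captured on neutravidin plate; 0% = median of DMSO wells and 100% = 0.3 times that DMSO median; strong numbers were not always called active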
core dimer inh – inhibitors of HCV core protein dimerization, primary screen, biochemical, TR-FRET, high-throughput. TR-FRET GST/Flag-core106 dimerization, 1536-well. inhibition, % at 5 µM. 300,000 compounds, 0.33% hits. AID 1899, 2009;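 active = inhibition above the mean of all tested compounds plus 3 SD, set per screening campaign, cut at about 45% in these data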
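test system = GST/Flag-tagged HCV core106 proteins | probe or stimulus = Eu donor and XL665 acceptor anti-tag antibodies | times = compound-protein-antibody incubation 4 h at 22.5 °C | signal = TR-FRET, excitation 340 nm, emission 617 and 671 nm | measure = percent inhibition of core106 dimerization signal | controls = wells lacking GST-core106 and wells with excess unlabelled core106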
PP5 primary – PP5 phosphatase inhibitors, primary screen, biochemical, fluorescence; Serine/threonine-protein phosphatase 5 (Homo sapiens), P53041; purified PP5c, OMFP substrate fluorescence; inhibition, % at 6.7 µM; 320,000 compounds, 0.18% hits; AID 1987, 2009;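 active = inhibition above the campaign's mean inhibition across all tested compounds plus 3 SD, cut at about 9.5% in these data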;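 note: 0% = DMSO only and 100% = 100 µM cantharidin control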
VLA-4 inh – inhibition in human VLA-4 binding assay, primary screen, VLA-4 allosteric modulator project, MLPCN library, flow cytometry, VLA-4 expressing cells; inhibition, % (about 7 µM as worked out from the volumes in the protocol); 330,000 compounds, 0.2% hits; ligand binding flow cytometry; AID 2557, 2010; Integrin alpha-4 (Homo sapiens), P13612; in the data active = inhibition above about 50%
GRK2 aptamer HTS – compounds blocking aptamer binding on GRK2 – biochemical, human GRK2, bead flow cytometry, HTS, primary screen; Beta-adrenergic receptor kinase 1 (Homo sapiens), P25098; FAM-aptamer displacement from GRK2; inhibition of aptamer binding, % at 10 µM; 330,000 compounds, 0.59% hits; AID 488847, 2010;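 active = inhibition of aptamer binding above 40%, roughly 3 SD of noise, on plates passing a quality check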;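 note: median bead fluorescence of bound FAM aptamer so fluorescent compounds give negative values; no value below 0 was filed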
Target sequence (P25098 whole entry, looked up): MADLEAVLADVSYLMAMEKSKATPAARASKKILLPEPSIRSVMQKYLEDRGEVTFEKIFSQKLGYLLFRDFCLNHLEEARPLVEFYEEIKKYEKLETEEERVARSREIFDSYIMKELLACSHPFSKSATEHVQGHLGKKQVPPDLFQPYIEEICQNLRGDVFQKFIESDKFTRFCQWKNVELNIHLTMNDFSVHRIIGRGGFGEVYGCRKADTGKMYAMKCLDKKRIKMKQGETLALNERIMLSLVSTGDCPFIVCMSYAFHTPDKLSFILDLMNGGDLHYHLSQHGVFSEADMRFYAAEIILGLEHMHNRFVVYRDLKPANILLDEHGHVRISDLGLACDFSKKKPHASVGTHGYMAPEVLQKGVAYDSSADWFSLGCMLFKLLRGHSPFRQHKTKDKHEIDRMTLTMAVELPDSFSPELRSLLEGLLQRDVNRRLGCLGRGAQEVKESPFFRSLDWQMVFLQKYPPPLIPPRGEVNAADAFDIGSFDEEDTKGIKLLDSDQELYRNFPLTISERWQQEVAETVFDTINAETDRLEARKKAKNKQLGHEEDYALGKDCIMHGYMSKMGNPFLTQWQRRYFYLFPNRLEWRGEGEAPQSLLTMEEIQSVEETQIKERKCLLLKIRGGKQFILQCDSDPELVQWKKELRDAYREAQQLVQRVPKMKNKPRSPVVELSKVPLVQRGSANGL
PP1 inh – PP1-alpha phosphatase inhibitors, primary screen, counter-screen for PP5 inhibitor project, biochemical, fluorescence, OMFP substrate, single point | Serine/threonine-protein phosphatase PP1-alpha catalytic subunit (Homo sapiens), P62136 | purified PP1alpha | inhibition, % at 6.7 µM | 320,000 compounds, 0.9% hits | AID 2235, 2010;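 active = inhibition above the mean inhibition of all tested compounds plus 3 SD, computed separately for each screening campaign, cut at about 15% in these data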
procasp3 activ – activators of human procaspase-3 D3A mutant, primary screen, biochemical, absorbance, PC-3 D3A mutant, single concentration. Caspase-3 (Homo sapiens), P42574. recombinant procaspase-3 D3A, Ac-DEVD-pNA absorbance 405 nm. activation, % at 8.5 µM. 330,000 compounds, 0.11% hits. AID 463141, 2010;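 active = activation above the mean of all tested compounds plus 3 SD, cut at about 21% in these data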;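 note: 0% = DMSO alone and 100% = DMSO wells spiked with extra 5 µM PC-3 D3A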
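Assay system – Procaspase-3 D3A mutant, all three cleavage aspartates alanine · Controls – DMSO-only low control, 5 µM PC-3 D3A high control · Schedule – 1 h compound preincubation, 2 h substrate hydrolysis at 25 °C · Signal – 405 nm absorbance of p-nitroaniline, reads at 0 and 120 min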
An asterisk follows results filed as active; · = not tested or not shown.

SMILES	procasp7 counter	Fh CTSL1 inh	GASC-1 inh	core dimer inh	PP5 primary	VLA-4 inh	GRK2 aptamer HTS	PP1 inh	procasp3 activ
Cc1ccccc1CC1(CO)CCCN(C(=O)c2cc(-c3ccccc3)no2)C1 (stereo not given)	1	-4	-9	-12	2.5	5	1	-9	3
CCN(CC(=O)Nc1ccc(NC(C)=O)cc1)C(=O)COc1ccccc1-c1ccccc1	4	·	1	·	1.3	13	2	-1	2
CCOC(=O)Cc1cc(-c2ccc(O)cc2)nc2ccc3ccccc3c12	8	3	-13	1	1.9	-10	1	-1	4
C#CCSc1nc2[nH]ncc2c(=O)[nH]1	-6	-1	7	-7	1.8	10	2	-4	0
Cc1ccc(OC(=O)c2ccc3snnc3c2)cc1	-8	0	5	-1	0.6	-6	0	-2	-3
O=C(CN(c1ccc(F)cc1)S(=O)(=O)c1ccc2c(c1)OCCO2)NCc1ccccn1	3	1	8	3	0.1	-6	0	-2	-7
COc1ccc(CCN2C(=O)NC(NS(=O)(=O)c3ccc(NC(C)=O)cc3)(C(F)(F)F)C2=O)cc1OC (stereo not given)	-5	0	-4	0	3.9	13	11	-4	5
Cc1ccccc1NC(=S)NC(=O)c1cc(-c2ccccc2)nc2ccccc12	-12	-3	-3	20	3.8	7	0	3	1
O=C(NNC(=O)C1CC(c2cccs2)=NO1)Nc1ccccc1 (stereo not given)	9	-2	4	2	1.8	12	3	-2	1
COC(=O)c1cc(Nc2cc(C)c3ccc(O)cc3n2)cc(C(=O)OC)c1	7	0	6	6	0.6	-8	0	1	7
CC(C)(C)C(=O)Nc1ccccc1N1CCN(C(=O)c2ccc(Cl)cc2)CC1	2	3	24	6	0.7	-6	0	3	1
COc1ccccc1NC(=O)c1ccc(NC2=NC3CS(=O)(=O)CC3S2)cc1 (stereo not given)	8	-3	-6	-3	1.9	-3	1	-4	-1
COc1cccc(NC(=S)N(CCCN2CCCC2)Cc2cccn2Cc2ccc(Cl)cc2)c1	-8	1	-2	-5	2.5	4	0	-1	1
O=C(O)C1=C[C@H](c2csc3ccccc23)C[C@H](OCCCCO)O1	-4	6	3	-6	3.0	·	·	9	5
O=C(CSc1ncc(C(=O)O)n1-c1ccc(F)cc1)NCc1ccc2c(c1)OCO2	3	1	-3	1	1.4	-5	1	-2	8
CCOC(=O)c1sc(NC(=O)c2ccccc2C(=O)O)c(C(=O)OCC)c1C	4	6	5	13	2.7	2	2	3	8
O=C(c1ccccc1)N1CCN(C(=O)C2CC2)CC1	-6	1	0	0	-0.3	2	0	2	-2
Cn1nnc2cc(C(=O)N3CCN(c4ccccn4)CC3)ccc21	5	-5	1	-2	-0.1	8	0	1	-7
CC(=O)C1=C(C)N(Cc2ccccc2)C(=O)N[C@H]1CCc1ccccc1	0	1	7	-4	0.9	12	0	3	6
COC(=O)c1sccc1-c1ccc(C(=O)Nc2cccc(Cl)c2)o1	-39	1	0	2	4.2	16	0	0	-14
CC(Sc1ncn[nH]1)C(=O)c1c(N)n(C)c(=O)n(C)c1=O (stereo not given)	-1	·	1	·	-0.4	3	0	-3	-2
CCC(=O)N1CCN(c2ccc(NC(=O)c3ccc(Br)o3)cc2)CC1	2	4	-33	-1	2.0	0	1	-11	1
Cc1ccc(N2CN(CCC3=CCCCC3)CNC2=S)cc1	3	1	7	0	-0.9	20	2	-7	11
Cc1nn(Cc2ccc(C(=O)N3N=C(C(F)F)CC3(O)C(F)F)cc2)c(C)c1[N+](=O)[O-] (stereo not given)	-7	0	-3	4	3.5	1	0	0	4
CCOc1ccc(C2C(C(=O)C3CC3)N3C=C(C#N)C=CC3C2(C#N)C#N)cc1 (stereo not given)	2	-3	-4	37	2.5	-41	0	2	-7

The closing 3 compounds of the part above open the next one.
SMILES	procasp7 counter	Fh CTSL1 inh	GASC-1 inh	core dimer inh	PP5 primary	VLA-4 inh	GRK2 aptamer HTS	PP1 inh	procasp3 activ
Cc1ccc(N2CN(CCC3=CCCCC3)CNC2=S)cc1	3	1	7	0	-0.9	20	2	-7	11
Cc1nn(Cc2ccc(C(=O)N3N=C(C(F)F)CC3(O)C(F)F)cc2)c(C)c1[N+](=O)[O-] (stereo not given)	-7	0	-3	4	3.5	1	0	0	4
CCOc1ccc(C2C(C(=O)C3CC3)N3C=C(C#N)C=CC3C2(C#N)C#N)cc1 (stereo not given)	2	-3	-4	37	2.5	-41	0	2	-7
COc1ccccc1/C=C/C(=O)N1CCN(S(=O)(=O)c2cc(C)ccc2C)CC1	4	·	2	·	4.6	16	2	2	0
CCCC/C(O)=C1\C(=O)CCCC1=NCCc1c(C)[nH]c2ccccc12	-4	0	9	-4	1.1	-6	1	8	0
Cc1ccc(Nc2nc(NCCCN3CCOCC3)nc(N)c2[N+](=O)[O-])cc1C	3	-1	10	0	-0.8	18	0	1	3
CCS(=O)(=O)Nc1ccc(C2=NN(C(=O)c3ccco3)C(c3ccc(Cl)o3)C2)cc1 (stereo not given)	-11	·	-10	·	·	15	1	·	5
CS(=O)(=O)Cc1ccc(C(=O)NNC(=O)c2cc(-c3ccccc3)n[nH]2)cc1	14	·	1	·	·	0	3	·	8
CC(=O)c1cccc(NC(=O)c2ccc(CN3CCc4ccccc4C3)cc2)c1	8	0	18	3	2.4	29	0	1	5
CCc1cccc(NC(=O)CN(C)S(=O)(=O)c2cccs2)c1	-7	-5	2	-1	1.6	-18	0	-1	9
CCn1c(=NC(=O)CSC(C)=O)sc2cc(F)ccc21	5	-11	10	-9	-5.6	-20	0	-10	-2
C[C@H]1CC[C@H]2C(=O)N3[C@H](c4cccc(N5CCCC5=O)c4)[C@@H](C)CC[C@H]3C(=O)N2[C@@H]1c1cccc(N2CCCC2=O)c1	3	-4	0	6	2.0	-35	1	5	7
COc1ccc(CN2C(=O)CCC2(C)C(=O)NC2CCCCC2)c(OC)c1 (stereo not given)	-5	10	5	-2	-2.6	-36	0	-6	-6
Cc1ccc(C#N)c(SCc2nnc(-c3ccc(Cl)cc3)o2)n1	-8	0	0	-4	-0.3	4	22	0	-5
CC(=O)N1c2ccc(S(=O)(=O)NCC3CCC(C(=O)N4CCCC(C)C4)CC3)cc2CC1C (stereo not given)	5	-2	6	8	0.6	-8	2	1	8
Cc1nc2ccc(NC(=O)c3ccc([N+](=O)[O-])cc3)cc2[nH]1	0	-2	5	-3	4.3	1	0	1	0
CSc1ccc(CCNC(=O)CN2C(=O)CCSc3ccccc32)cc1	1	0	0	0	-2.4	0	0	-1	-3
CC(C)(C)c1cc(C(=O)O)n[nH]1	5	-3	5	2	2.5	1	0	4	3
Cc1ccccc1CS(=O)(=O)Cc1ccc(C(=O)N2CCOCC2)o1	8	4	4	-14	-2.0	0	0	-3	-7
O=C(/C=C/c1ccc(F)cc1)NCCCN1CCN(CCCNC(=O)/C=C/c2ccc(F)cc2)CC1	8	-2	-4	-17	0.0	6	0	-1	0
CC1CN(C(=O)CN2C(=O)c3ccccc3S2(=O)=O)CC(C)O1 (stereo not given)	7	1	7	-8	3.4	6	0	0	2
O=C(CN(Cc1ccccc1)S(=O)(=O)c1cccc(C(F)(F)F)c1)NC1CCCCC1	6	-1	2	-10	3.9	-6	0	2	-6
Cc1cnc(C(=O)Oc2c(C)ccc(C)c2C)cn1	1	-1	6	2	-1.2	0	0	-3	10
COc1ccc2c(c1)CCc1cn3nc(C)cc3nc1-2	-16	2	16	10	0.0	-28	1	2	-8
Cc1cc(N(C)/N=C/c2ccccc2)nc(-c2ccccc2O)n1	1	-3	15	-1	-2.1	2	1	0	5
O=C1CCN(C(=O)CSc2ccc(Cl)cc2)N1	-1	-3	16	-2	1.1	-5	0	2	1
O=C(N/N=C/c1ccoc1)c1cc(O)cc(O)c1	-8	-4	7	21	3.4	-4	33	-1	-2
COc1cc(C)nc(N2CCCC(C(=O)NC3CCC(C)CC3)C2)n1 (stereo not given)	-5	0	2	-12	1.6	-11	0	-3	1
Other entries.
SMILES	procasp7 counter	Fh CTSL1 inh	GASC-1 inh	core dimer inh	PP5 primary	VLA-4 inh	GRK2 aptamer HTS	PP1 inh	procasp3 activ
Cc1ccc(C(=O)N2CCC(C(N)=O)CC2)cc1C	-8	-1	2	-1	3.3	7	0	-4	8
COc1cc(C(=O)N(Cc2ccc(N(C)C)cc2)C2CCS(=O)(=O)C2)cc(OC)c1OC (stereo not given)	-9	-2	27	-1	-2.0	0	0	-1	1
CC1c2ccsc2CCN1S(=O)(=O)c1ccccc1 (stereo not given)	1	-1	10	-2	0.3	1	1	-2	4
c1cnc(N2CCN(c3cnccn3)CC2)nc1	5	-2	4	-3	-0.7	0	5	1	6
Cc1cc(N2CCOCC2)nc2ccc(NC(=S)N3CCCCC3C)cc12 (stereo not given)	-12	0	1	-17	2.6	7	2	-1	-8
Cc1nnc(SCC(=O)N(Cc2ccccc2)C(C)(C)C)[nH]c1=O	17	-1	3	3	1.7	1	0	0	-2
Nc1nc(SCC(=O)N2CCCCC2)[nH]c(=O)c1NC(=O)c1ccccc1F	3	5	-1	-1	-2.0	12	7	-3	2
O=C(NNC(=O)c1ccco1)c1ccc(NS(=O)(=O)c2cccs2)cc1	2	8	-12	-2	3.4	-7	0	-5	0
O=C(COC(=O)c1cccc(OC(F)F)c1)NC1CCCC1	2	-5	-5	3	0.3	5	2	1	6
CC(OC(=O)CCCN=C1NS(=O)(=O)c2ccccc21)C(=O)NC1CCCCC1C (stereo not given)	-1	-8	-10	2	1.4	2	0	-5	-8
Cc1cc(C)n(Cc2ccc(C(=O)Nc3cccc(Br)c3)o2)n1	-9	-1	-3	9	6.1	-9	0	0	11
CC(=O)C12CCCCC1CC1C3CC(C)C4(O)CC(=O)CCC4(C)C3CCC12C (stereo not given)	1	-1	0	-2	-0.2	5	2	0	-5
COc1ccc(OC)c(CNC(=O)CCCn2ccc3cc(S(=O)(=O)N4CCCC4)ccc32)c1	0	5	-9	8	0.1	2	3	0	-1
Cc1cc(C)cc(NC(=S)NC2CC3CCC(C2)N3Cc2ccco2)c1 (stereo not given)	2	6	-11	9	1.3	13	0	-8	6
